Bioassay records deposited in PubChem by Emory University Molecular Libraries Screening Center.
14-3-3 PPI: 14-3-3 gamma protein interaction modulation; P61981; FP, 14-3-3gamma / TMR-pS259-Raf peptide binding; inhibition, % at 40 µM; actives 0.19% (n = 160,000); in the data active means inhibition above about 30%;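 further: 0% = protein plus tracer without compound and 100% = blank with tracer alone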
Target sequence (P61981 whole entry, looked up): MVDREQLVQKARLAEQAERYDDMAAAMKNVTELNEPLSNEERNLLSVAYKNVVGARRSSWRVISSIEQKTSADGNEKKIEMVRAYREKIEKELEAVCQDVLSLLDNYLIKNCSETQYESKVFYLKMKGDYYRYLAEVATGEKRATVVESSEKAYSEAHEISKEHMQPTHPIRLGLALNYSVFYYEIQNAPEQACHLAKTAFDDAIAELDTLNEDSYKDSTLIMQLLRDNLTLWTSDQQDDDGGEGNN
Starred values were filed as active, the others as inactive; & = joins results of further samples.

SMILES,14-3-3 PPI
CCN1CCN(C(c2cc3cc4c(cc3[nH]c2=O)OCO4)c2nnnn2C(C)(C)CC)CC1 (centres undefined),-9
COCc1cc(C)nc2sc3c(c12)NC(c1ccco1)N(Cc1ccco1)C3=O (centres undefined),-4
Cc1ccc(S(=O)(=O)N(CC(=O)N2CCOCC2)Cc2ccccc2)cc1,-5
c1ccc2cc(Oc3nncc4ccccc34)ccc2c1,-5
O=C(NC1CC1)c1cc2n(n1)C(C(F)(F)F)CC(c1ccco1)N2 (centres undefined),-10
N#Cc1c(NC(=O)c2noc3c2CCc2ccccc2-3)sc2c1CCC2,-39
COc1ccc(-n2c(-c3ccc(Cl)cc3)cn3c4c(=O)n(C)c(=O)n(C)c4nc23)cc1,-23
CCC(c1nnnn1Cc1ccco1)N(CCc1ccccc1)Cc1cc2ccc(OC)cc2[nH]c1=O (centres undefined),-18
COC(=O)CSc1nnc(CSc2nc(C)cc(C)n2)n1Cc1ccco1,-5
O=c1c2[nH]c3ccccc3c2ncn1CCC1=CCCCC1,-1
Cc1ccc(CN2C(=O)C3C(C(=O)Nc4ccc(C(C)C)cc4)C4C=CC3(O4)C2C(=O)NC2CCCCC2)cc1 (centres undefined),-27
S=c1[nH]nc(-c2cccnc2)n1-c1ccc(Br)cc1,3
COC(=O)C1=C(C)NC(C)=C(C(=O)OC)C1c1ccc(N(C)C)cc1,-9
CCC(=O)Nc1ccc(S(=O)(=O)N2CC(C)OC(C)C2)cc1 (centres undefined),-10
CC(=O)N1c2ccc(S(=O)(=O)NC3CCCCC3C)cc2CC1C (centres undefined),-1
Cc1cc(=O)oc2cc(OCC(=O)Nc3cc(C(F)(F)F)ccc3N3CCOCC3)ccc12,2
COC(=O)C1=C(C)NC(=O)NC1c1cc(Cl)ccc1OC (centres undefined),0
CCOC(=O)c1c(NC(=O)Cc2cccs2)sc(C)c1C,-19
Cc1cccc(NC(=O)CN(C)S(=O)(=O)c2cccs2)c1,-9
COc1cccc(OCC(O)CN2CCN(CCO)CC2)c1 (centres undefined),-1
CN(C(=O)c1cnc2sccn2c1=O)c1ccccc1,-11
CCCC(=O)N1CC(=O)Nc2ccc(C)cc2C1c1ccc(F)cc1 (centres undefined),0
CO/C([O-])=N/c1c[n+](-c2ccc(C)cc2)no1,1
COc1ccc(C)cc1NC(=O)Cc1ccccc1[N+](=O)[O-],6
COc1ccc(N(C)C(=O)Cc2c(C(=O)O)n(C)c3ccccc23)cc1,6
O=c1[nH]c(Cn2nnc(-c3ccccc3)n2)nc2scc(-c3ccccc3)c12,-11
Cc1ccc(O)c(NC(=O)c2noc3c2CC(C(C)(C)C)CC3)c1 (centres undefined),-15
CCCNc1ncnc2c1c(-c1ccccc1)cn2-c1cccc(C)c1,-6
CCCCCCNC(=O)Cc1nc2nc(C)cc(C)n2n1,4&-7
CCN(CC)c1ccc(NC(=O)C(C)(C)C)cc1,-13
CC(=O)N1CCc2cc(S(=O)(=O)NCCC(=O)Nc3ccc(C)cc3)ccc21,-7
Cn1c(=O)n(C)c2cc(NS(C)(=O)=O)ccc21,0
Cc1ccc(NC(=O)CSc2nc3ccccc3c(=O)n2CCCN2CCC(C)CC2)cc1,-52
COc1cccc(NC(=O)C2(S(=O)(=O)c3ccc(C)cc3)CC2)c1,5
CCCCNC(=O)CCc1nc2ccccc2n(Cc2ccccc2F)c1=O,1
CC1CCN(S(=O)(=O)c2ccc3[nH]c(=O)cc(C(=O)NCCN(C)Cc4ccccc4)c3c2)CC1,6
Cn1c(=O)n(Cc2ccc(Cl)cc2)c2ccccc21,-2
O=C1CC(c2cccs2)CC2=C1C(c1ccc(Cl)s1)Nc1ccccc1N2 (centres undefined),-9
Cc1cccc(N2CCN(C(=O)C3CCC(CNS(=O)(=O)c4ccc(Br)s4)CC3)CC2)c1C (centres undefined),-7
COCC(=O)N(C)c1nnc(-c2cnccn2)s1,-4
CCOc1ccc(-n2nc(C(=O)NC(C)C)c3ccccc3c2=O)cc1,-6
COc1ccc(-c2cc(C(=O)OC(C)C)c3cc(Br)ccc3n2)cc1,0
CCn1c(CC(=O)Nc2ccc(C)cc2)nnc1SCC(=O)N1CCN(c2ccccc2)CC1,18
COc1ccc(CC(=O)n2nc(-c3ccccc3)nc2NCc2ccco2)cc1,0
O=C(c1ccco1)N1CCN(CCCCN2C(=O)c3ccccc3C2=O)CC1,-5
COc1ccccc1CN1CCN(S(C)(=O)=O)CC1,1
C=CCn1c(SCc2c(C)noc2C)nnc1C1COc2ccccc2O1 (centres undefined),0
Cc1ccc(C)c(C(=O)CSc2n[nH]c(C(C)C)n2)c1,1
CCCCOc1ccc(C(=O)Nc2cc3cc([N+](=O)[O-])ccc3oc2=O)cc1,-3
O=C(Nc1cccc(F)c1)N1CCN(c2ccccn2)CC1,5

Remaining list, next part:
SMILES,14-3-3 PPI
CC1C=CCC2C(=O)N(c3cccc(O)c3)C(=O)C12 (centres undefined),-3
COc1ccc(S(=O)(=O)CCC(=O)Nc2c(C)n(C)n(-c3ccccc3)c2=O)cc1,-8&-4
CCOC(=O)C1=C(C)NC(=S)NC1c1ccc(SC)cc1 (centres undefined),2
COc1ccc(CCNC(=O)C2CCN(Cc3nc(-c4ccccc4C)oc3C)CC2)cc1OC,-6
CCC(c1nnc(SCc2nc3ccccc3s2)n1Cc1ccccc1)N(C)C (centres undefined),-16
CC(=O)c1ccc(N2CCCCC2)c(F)c1,1
CCCn1cc(SCC(=O)Nc2ccc(Br)cc2)c2ccccc21,5
O=C1C2C3C=CC(C3)C2C(=O)N1c1ccccc1CO (centres undefined),-4
CCCNC(=O)c1ccc2c(c1)N(Cc1ccccc1Cl)C(=O)CS2,-4
CCc1ccccc1NC(=O)CCS(=O)(=O)c1ccc(Br)cc1,-8
O=C(CN(Cc1ccco1)C(=O)Cn1nnc(-c2ccc(F)cc2)n1)NC1CCCC1,0
CC1CCc2nc(NC(=O)CN3CCN(c4ccccc4)CC3)sc2C1 (centres undefined),-3
COc1cccc(C(=O)Nc2cc(-c3nc4ccccc4o3)ccc2Cl)c1,-312
CCOC(=O)Cc1nnc2c(Nc3ccc(C)cc3)nc3nonc3n12,-8
O=C(O)c1ccc(N2C(=O)C=CC2=O)cc1,-7
CC1(C)CC(N=Cc2ccccc2O)CC(C)(C)N1,1
CCOC(=O)C1CCCN(C/C(O)=C(\C#N)c2nc(-c3ccccc3)cs2)C1 (centres undefined),-3
Cc1ccc(S(=O)(=O)N=C(CN2CCCC2)N2CCCCC2)cc1,-1
O=C(Nc1nc2nccc(-c3ccccc3)n2n1)c1ccc(Cl)cc1,-4
CC(=O)c1ccc(-c2ccc(I)cc2)cc1,2
CCCSc1oc(-c2ccc(F)cc2)nc1S(=O)(=O)c1ccc(Br)cc1,-4
CCC(=O)N1CCc2cc(OC)c(OC)cc2C1COc1cccc(C(F)(F)F)c1 (centres undefined),-6
COc1cc(-c2nnc(-c3cccnc3)o2)cc(OC)c1OC,0&-5
O=C(NCCN1CCOCC1)c1cccn2c(=O)c3ccc(Cl)cc3nc12,-26
O=C(Nc1cc(Oc2ccccc2)cc([N+](=O)[O-])c1)c1cc2n(n1)C(C(F)(F)F)CC(c1cccs1)N2 (centres undefined),-3
Cc1nn(Cc2ccccc2Cl)c(C)c1NC(=O)c1cc(-c2ccc3c(c2)OCO3)on1,-45
O=C(Cc1ccccc1)Nc1ccccc1CO,1
CCOc1cc(NS(C)(=O)=O)c(OCC)cc1NC(=O)c1cccs1,-29
O=C(Cn1c(CN2CCCCC2)nc2ccccc2c1=O)NCc1ccco1,-10
CCC(=O)OC1CSc2nc3ccccc3n2C1 (centres undefined),-5

Random excerpt: four records from the list, in no set order.
SMILES,14-3-3 PPI
COc1ccc(N(C)C(=O)Cc2c(C(=O)O)n(C)c3ccccc23)cc1,6
COc1cccc(C(=O)Nc2cc(-c3nc4ccccc4o3)ccc2Cl)c1,-312
Cc1ccc(S(=O)(=O)N=C(CN2CCCC2)N2CCCCC2)cc1,-1
CC(=O)N1CCc2cc(S(=O)(=O)NCCC(=O)Nc3ccc(C)cc3)ccc21,-7

Next part.
SMILES,14-3-3 PPI
Cc1ccc(C(c2c(C)[nH][nH]c2=O)c2c(C)[nH][nH]c2=O)o1,-3
O=C(Nc1ccc(Cl)c(C(F)(F)F)c1)C1CCN(C(=O)c2ccccc2)CC1,1
CCc1nnc(NC(=O)CSc2nnc(-c3ccoc3C)n2CC(C)C)s1,-2
COc1cc(C2C(C#N)=C(N)Oc3n[nH]c(-c4ccccn4)c32)cc(OC)c1OC (centres undefined),0
Cc1ccc(C2c3c(-c4ccccc4)n[nH]c3C(=O)N2c2ccccc2)cc1 (centres undefined),-9
O=C(OCc1ccccc1Br)c1cc([N+](=O)[O-])cc2c1-c1ccc([N+](=O)[O-])cc1C2=O,-2
CN(C)CCCn1c(=N)n(CC(O)c2ccc(Cl)cc2)c2ccccc21 (centres undefined),-2
CCOc1ccccc1NC(=O)c1c(NCc2ccncc2)sc2c1CCCCC2,-100
O=C(CCCC1=NS(=O)(=O)c2ccccc2N1)Nc1ccc(-c2ccccc2)cc1,-8
Cc1cc(CN2C(=O)c3ccccc3C2=O)no1,-6
O=C(Nc1ccccc1)c1ccc(S(=O)(=O)NCc2ccco2)cc1,-6
Cc1cc(C)c(NC(=O)c2cc(S(=O)(=O)NCc3ccccc3Cl)ccc2F)c(C)c1,-3
COc1ccc(-n2nc(C(=O)NCC(=O)NC3CCCCC3)c3ccccc3c2=O)c(OC)c1,3
CC1CCC(C(=O)NC(C(=O)Nc2ccncc2)C(C)C)CC1 (centres undefined),3
CCCCCn1c(=O)[nH]c2cc(C(=O)NCc3ccc(C)cc3)ccc2c1=O,-5
COc1ccc(C2CC(c3ccc(Br)cc3)=NN2C(=O)c2ccccc2)cc1OC (centres undefined),6
COC(=O)CNS(=O)(=O)c1ccc(Cc2ccc(S(=O)(=O)NCC(=O)OC)cc2)cc1,-1
COc1cc(CN2CC(=O)N(c3ccc(Cl)c(C)c3)C2=S)cc(OC)c1OC,-5
CCOCCCNC(=O)CN1C(=O)CSc2ccccc21,6&-4
COc1cc(C=Nc2ccc(C)cc2C)cc(OC)c1OC,-2
CCOC(=O)c1cc2c(=O)n3ccccc3nc2n(CCOC)c1=NC(=O)c1cccc([N+](=O)[O-])c1,-5
O=C(c1ccccc1)N1N=C(c2ccc(F)cc2)CC1(O)C(F)(F)F (centres undefined),-2
N=c1c(C(=O)NCc2ccco2)cc2c(=O)n3ccccc3nc2n1CCCO,-3
CC(C)(C)SCCNC(=O)CN1C(=O)c2ccccc2S1(=O)=O,4
COc1ccc(N2CCN(CC(=O)Nc3cc4c(cc3C(C)=O)OCO4)CC2)cc1,4
CCCN(CCC)c1nc(C)cc(C(C#N)c2nc3ccccc3o2)n1 (centres undefined),0
CCC1(CC)C(=O)NC(=O)NC1=Nc1cccc(OC)c1,-9
CCCOc1ccc(N2C(=O)CC(N3CCN(c4nc5ccccc5s4)CC3)C2=O)cc1 (centres undefined),-6
O=C(O)CCCC(=O)OCCCCc1cccs1,-3
CS(=O)(=O)N(Cc1ccco1)Cc1ccccc1Cl,-5

Part of the list above, with the structure last.
| 14-3-3 PPI | SMILES |
| --- | --- |
| -10 | O=C(NC1CC1)c1cc2n(n1)C(C(F)(F)F)CC(c1ccco1)N2 (centres undefined) |
| -7 | O=C(O)c1ccc(N2C(=O)C=CC2=O)cc1 |
| -10 | O=C(Cn1c(CN2CCCCC2)nc2ccccc2c1=O)NCc1ccco1 |
| -4 | O=C1C2C3C=CC(C3)C2C(=O)N1c1ccccc1CO (centres undefined) |

Going on with the list:
SMILES,14-3-3 PPI
CCOC(=O)N1CCN(C(=O)CSc2nnc(CNC(=O)c3c(F)cccc3Cl)o2)CC1,-8
Cc1cc(OCC(O)CN2CCN(c3cccc(Cl)c3)CC2)cc(C)c1Cl (centres undefined),3
CCOC(=O)c1cc(-c2ccc(C)cc2)no1,-3
Cc1ccc(C2=Nn3cnnc3SC2)cc1,-10
CN(C)S(=O)(=O)c1ccc(/C(O)=C2/C(=O)C(=O)N(Cc3cccnc3)C2c2ccco2)cc1 (centres undefined),1
CC(C(=O)N1CCCCC1)n1sc2ccccc2c1=O (centres undefined),-1
CCCOP(=O)(c1ccc(N(C)C)cc1)C(O)c1ccccc1OC (centres undefined),-4
CC(=O)c1sc(NC(=O)c2ccc(S(=O)(=O)N3CCc4ccccc43)cc2)nc1C,-25
Cc1cc(NC(=O)COc2ncnc3sc(C)c(C)c23)no1,-1
N=c1c(C(=O)NCCc2ccccc2)cc2c(=O)n3ccccc3nc2n1C1CCCC1,-11
CCCSc1nnc2c(n1)OC(c1cc(OC)ccc1OC)Nc1ccccc1-2 (centres undefined),-66
COc1ccc(CCNC(=O)c2cc(C(C)C)on2)cc1OC,0
CCOC(=O)c1ccc(N2C(=O)C(O)=C(C(C)=O)C2c2ccc(Cl)cc2)cc1 (centres undefined),-7
Cc1oc(C(C)(C)C)cc1C(=O)NCCNc1c(Cl)cccc1[N+](=O)[O-],-8
OC(CC#CN1CCCCC1)(c1ccccc1)C1CCCC1 (centres undefined),2
COc1ccc(C2NC(=O)CCC2[N+](=O)[O-])cc1OC (centres undefined),1
CN1CCN(CCCNC(=O)c2cc3c(=O)oc4ccccc4c3s2)CC1,-7&-6
CCS(=O)(=O)N1CCCC(C(=O)NC2CC2)C1 (centres undefined),0
COc1ccc(-c2cc(C(F)(F)F)c3c(N)c(C(=O)Nc4cc(C)on4)sc3n2)cc1,-13
COc1ccc(OC)c(-c2cc(C(=O)NCc3cccnc3)no2)c1,-4
Cn1c(=O)c2cn3c(c2n(C)c1=O)C(c1ccccc1)CC(c1ccccc1)=N3 (centres undefined),-8

Only part of the results is shown (hit frequency here may not be typical).
